Screening data as filed in PubChem BioAssay.
PGC1a acetyl inh – PGC1a acetylation modulation, inhibitor mode | U2OS PGC1a acetylation, AlphaScreen anti-acetyl-lysine; with virally co-expressed GCN5 acetyltransferase | inhibition, % at 15.6 µM | 350,000 tested, 0.17% active;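 active = every replicate shows inhibition of at least 40%; inconclusive = mean inhibition at least 40% but some replicate below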;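 also: 0% = neutral control wells and 100% = positive control wells; some results beyond the cut were filed as inactive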
GSIS activator – primary screen for activators of insulin secretion dependent on glucose, INS-1E cells, GLuc reporter luminescence; INS-1E GLuc reporter insulin secretion, 2-3 h; activation, % at 16.6 µM; 370,000 tested, 0.61% active;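 active = lowest replicate activation of at least 40%, so every replicate reaches that level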;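 also: 0% = median of neutral control wells and 100% = median of IBMX positive control wells; some compounds called inactive have numbers as strong as hits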
C2C12 statin – suppressors of simvastatin-induced myotoxicity in C2C12 myotubes; ATP luminescence, 48 h; scaled: DMSO 0, geranylgeraniol control 100; rescue of ATP level, % at 7.49 µM; 330,000 tested, 0.78% active; AID 602340;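 active = mean ATP rescue above about 67%, or every replicate alone reaching that limit, limit read from the data, passing the limit was not always enough; inconclusive = no clear call, values can overlap the other calls; inactive = mean under the limit and some replicate under it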;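 also: myotubes were challenged with 10 µM simvastatin during compound exposure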
PglD DTNB – blocks C. jejuni PglD acetyltransferase activity; inhibition, % at 12.5 µM; purified PglD enzyme, DTNB colorimetric CoA detection; 360,000 tested, 0.098% active; AID 602405; in the data active = inhibition above about 16%, passing the limit was not always enough; inconclusive = no clear call, values can overlap the other calls; also: strong numbers were not always called active
Cneo AK release – Cryptococcus neoformans lysis via adenylate kinase release | 360,000 tested, 0.2% active | C. neoformans lysis, adenylate kinase release luminescence, 4 h; normalised: neutral wells 0, clomiphene wells 100 | lysis activity, % at 15 µM;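 active = mean lysis activity across replicates of at least 80%, whatever share of replicates individually reach that level; inactive = mean lysis activity below 80%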
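Assay system: log-phase C. neoformans yeast / Quantity: yeast cell density of 5 × 10^6 cells/mL / Medium: fresh YPD growth medium / Compound: single dose / Timing: static 4 h at 37 °C with compound, 1 h detection / Measured by: adenylate kinase release luminescence / Read-out: lysis from increased AK signal / Benchmarks: Clomiphene as positive lysis control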
LGR2 antag – inhibitors of bursicon-induced Drosophila LGR2 receptor cAMP signaling | HEK293 LGR2, CRE-luciferase, bursicon-stimulated, 4 h | inhibition, % at 9.99 µM | 380,000 tested, 0.35% active | AID 720647;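 active = drop in luminescence signal, shown as inhibition above about 50% in the replicate tests, limit read from the data, passing the limit was not always enough; inconclusive = probably only some replicates passing the limit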;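 also: agonist challenge used bursicon conditioned medium at about half maximal strength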
ARNT-TACC3 inh – disrupts binding between human ARNT and TACC3; 390,000 tested, 0.66% active; AID 623870; inhibition, % at 9.99 µM; Q9Y6A5; AlphaScreen His-ARNT PAS-B/GST-TACC3 binding, luminescence; TACC3 fragment carries E629A point mutation;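 active = mean inhibition of replicates at least 50% and at least half of replicates each reaching 50%; inconclusive = half or more replicates reach 50% but mean below 50%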;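 also: 0% = complete ARNT plus TACC3 wells and 100% = ARNT alone without TACC3; many hits fall short of the cut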
PAX8 reporter – PAX8 transcriptional activity inhibition; RMG-I TPO-luciferase reporter, SteadyGlo, 24 h; inhibition, % at 12.6 µM; 360,000 tested, 1.2% active; AID 652154;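 active = mean replicate inhibition at least 60% with every replicate also reaching 60%; inconclusive = only one of the two criteria is met; inactive = mean below 60% and not all replicates reaching 60%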;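 also: luciferase light reporting Pax8 driven TPO promoter activity; plate controls were median of neutral control wells for no effect and mitoxantrone controls for full effect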
An asterisk follows results filed as active; ? = inconclusive; . = no result given. Compounds as they come (roughly 2.9% active in at least one column).

molecule | ARNT-TACC3 inh | Cneo AK release | PAX8 reporter | GSIS activator | C2C12 statin | LGR2 antag | PGC1a acetyl inh | PglD DTNB
COc1ccccc1S(=O)(=O)Nc1cccc(S(=O)(=O)N2CCCC2)c1 | 2 | 1 | 0 | . | -14 | -5 | 25 | 3
C/C(=N\S(=O)(=O)c1ccc(C)cc1)Nc1cc(C(C)C)c(O)cc1C | . | 2 | 12 | 9 | 6 | -3 | -4 | 0
CCCNC(=O)c1ccc(COc2ccc(C(C)(C)C)cc2)o1 | 0 | -2 | -42 | -27 | -31 | -36 | -11 | -2
CCOc1ccc(C2C(C(=O)NC)=C(C)Nc3nc4ccccc4n32)cc1OC (stereo not drawn) | -3 | 0 | -2 | 0 | -3 | 25 | -3 | .
COCCN(C(=S)Nc1ccccc1OC)C1CCN(C(C)=O)CC1 | 4 | . | 6 | 21 | . | 4 | . | .
COc1ccc(C(=O)NCc2nnc(SCC(=O)NC3CCCCC3)n2C)cc1 | 4 | -2 | 9 | 13 | -6 | 11 | . | -6
CCOC(=O)NC(=O)c1cn(C(CC)CO)c(=O)[nH]c1=O (stereo not drawn) | -8 | . | -5 | 16 | . | 3 | . | .
O=C(Nc1ccccc1)c1cc(C2CCCCN2C(=O)CCCc2ccccc2)on1 (stereo not drawn) | . | 1 | 5 | -7 | -3 | 4 | -12 | 3
Cn1cnnc1SCCCN1C(=O)c2cccc3cccc(c23)C1=O | -1 | . | -4 | 21 | . | 17 | . | .
Fc1ccccc1CSc1ncnc2c1oc1ccccc12 | -5 | -1 | . | . | 2 | . | -3 | 2
CCOc1ccccc1N=Cc1c(O)n(C)c(=O)n(C)c1=O | 4 | 3 | 11 | 19 | 0 | 5 | 2 | 6
O=C1OCCN1C(=O)[C@H]1[C@H](c2ccc(Cl)cc2)C(c2ccc(F)cc2)=NN1c1ccc(Br)cc1 | 26 | 1 | 14 | 15 | 15 | 7 | 5 | -3
O=C(c1ccc(F)cc1)N1C[C@H]2[C@@H](c3ccccc31)[C@H](CO)N2C(=O)c1ccc(F)cc1 | -3 | 65 | -14 | 4 | -6 | 1 | -2 | 2
CC(C)(C)NC(=O)CSC(=Nc1ccc(F)cc1)NC#N | 1 | 2 | 17 | . | 3 | . | . | -6
CCC(C)(C(=O)NC1CCCC1)N(CC1CCCO1)C(=O)CNC(=O)c1ccccc1 (stereo not drawn) | . | 2 | . | . | -5 | . | -2 | 3
C[C@@H]1CN([C@@H](C)CO)C(=O)c2cc(NC(=O)C3CCCCC3)ccc2O[C@@H]1CN(C)Cc1ccncc1 | 25 | 3 | -12 | 14 | -2 | -6 | . | 0
CCOC(=O)C1(Cc2cccc(F)c2)CCN(Cc2cnn(CC)c2C)CC1 | 5 | . | -20 | -25 | . | 7 | 2 | .
CCOC(=O)C1CCN(C(=O)c2c(-c3c(Cl)cccc3Cl)noc2C)CC1 | 9 | 0 | . | . | 93* | . | 0 | 5
Cn1nnnc1Sc1ncnc2scc(-c3ccc(C(F)(F)F)cc3)c12 | -8 | 3 | 77* | -12 | -17 | 93* | -34 | -1
CCN(CC(=O)Nc1ccc(Br)cc1F)CC(=O)NC1CCS(=O)(=O)C1 (stereo not drawn) | 1 | -1 | -3 | 32 | 1 | -2 | . | -2
COc1ccc(NC2=NCC(=O)N2Cc2cccs2)cc1 | -12 | 1 | . | . | 0 | . | . | 6
Nc1c(C(=O)O)ccc2c1C(=O)c1ccccc1C2=O | -4 | . | 34 | 20 | . | -11 | 6 | .
COCCC(=O)N1CCC(Oc2ccc(C(=O)N3CCCCC3COC)cc2)CC1 (stereo not drawn) | 3 | 0 | -5 | 21 | -14 | 14 | -5 | 0
CCOC(=O)Cc1cc(=O)n(-c2nc3ccccc3s2)[nH]1 | 15 | 1 | . | . | -13 | . | -7 | -3
NC(=O)c1ncn([C@@H]2O[C@H](CNC(=O)[C@H](N)CSCc3ccccc3)[C@@H](O)[C@H]2O)n1 | -12 | -1 | -4 | 7 | 7 | 6 | 7 | -2

Continued:
molecule | ARNT-TACC3 inh | Cneo AK release | PAX8 reporter | GSIS activator | C2C12 statin | LGR2 antag | PGC1a acetyl inh | PglD DTNB
O=C(Nc1cccc(C(F)(F)F)c1)C(=O)N1CCCCC1 | -4 | 3 | -46 | -3 | 10 | 23 | -7 | 0
C[C@@H]1CN([C@@H](C)CO)C(=O)Cc2cc(NC(=O)Cc3ccccc3)ccc2O[C@H]1CN(C)Cc1ccc(Cl)c(Cl)c1 | 13 | 1 | 20 | -30 | -5 | 4 | -6 | -1
S=C(NCCN1CCOCC1)Nc1ccc(Nc2ccccc2)cc1 | 10 | 0 | 1 | -2 | -8 | -15 | 3 | -2
COc1ccc(CSc2nncn2C)cc1F | 1 | . | -9 | 7 | -5 | -2 | 4 | .
COc1ccc(C(=O)NCC(=O)N/N=C/c2ccco2)cc1OC | . | -1 | -7 | 27 | 0 | -17 | . | 5
CNC[C@@H]1OCCCC[C@H](C)Oc2ccc(NS(=O)(=O)c3ccc(F)cc3)cc2C(=O)N([C@H](C)CO)C[C@@H]1C | 0 | 1 | 1 | 17 | 27 | -12 | 9 | 2
O=C(N/N=C\c1cccc(Cl)c1)c1ccc(Cn2cccn2)o1 | . | -3 | -3 | 3 | . | -25 | . | -1
C=CCCCCCCCCC(=O)N1CCN(c2cc3c(cc2F)c(=O)c(C(=O)O)cn3CC)CC1 | 9 | 0 | 9 | 0 | ? | -4 | 8 | -4
Cc1ccc(NC(=O)CSc2nc(=O)n(CCCN3CCOCC3)c3c2CCCC3)cc1F | 3 | -2 | 24 | -6 | -5 | 8 | . | 2
CCOC(=O)Cc1csc(NC(=O)Nc2ccc(OC(F)(F)F)cc2)n1 | -3 | -2 | 4 | 4 | 7 | -7 | . | -12
Cc1ccc(C(=O)NCC(=O)OCCCOC(=O)CNC(=O)c2ccc(C)c(C)c2)cc1C | 0 | -3 | -10 | -5 | -5 | 3 | -3 | 3
CN(C)CCCOc1ccc(Cl)cc1Br | 4 | 3 | . | . | -1 | . | 7 | 0
CCSc1nnc(-c2ccccc2SC)o1 | -2 | . | 20 | 0 | . | 3 | -6 | .
CC(C)NC(=O)N[C@H]1CC[C@@H](CCNC(=O)C2CCC2)O[C@@H]1CO | -7 | -3 | -9 | 15 | -4 | 13 | 1 | -2
NC(=O)Cc1ccc(C(=O)c2ccc(F)cc2)s1 | -7 | . | -7 | -2 | -2 | -13 | -10 | .
CCN(CC)c1ccc(C(=O)OCC(=O)N(C)Cc2ccccc2)cc1 | 2 | . | -14 | -18 | . | 42 | . | .
Cc1nc(=O)c(-c2ccccc2)c(C)n1-c1ccccc1O | -4 | 2 | . | . | 10 | . | 2 | 2
Cc1ccc(C(=O)N2c3ccccc3CC2C)o1 (stereo not drawn) | -6 | 2 | -173 | 0 | -11 | -27 | 5 | 0
COc1ccc(NC(=O)COC(=O)c2ccncc2)c(OC)c1 | 7 | . | -4 | 3 | . | 6 | . | .
O=C(C[C@@H]1CC[C@@H](NC(=O)C2CCC2)[C@@H](CO)O1)Nc1nccs1 | -4 | 14 | 3 | 11 | 1 | 15 | -5 | -1
COc1ccc(-n2nc(C(=O)NCC(=O)NCCC3=CCCCC3)c3ccccc3c2=O)cc1OC | -5 | 0 | 17 | 10 | -13 | -4 | -10 | 4
CCOC(=O)CCC(=O)NCc1ccc2c(c1)cc(C)n2C | 1 | 4 | . | . | 1 | . | -2 | 6
COc1cccc(C(c2nnnn2C(C)(C)C)N2CCN(C/C=C/c3ccccc3)CC2)c1OC (stereo not drawn) | . | 0 | -3 | -42 | 13 | 17 | -4 | -4
Cc1noc(C)c1NC(=O)N(C)C[C@@H]1Oc2ccc(NC(=O)C3CC3)cc2CC(=O)N([C@@H](C)CO)C[C@H]1C | -4 | -1 | . | 4 | 1 | 3 | 7 | -4
CN1C(=O)c2cc(NS(C)(=O)=O)ccc2OC[C@H]2O[C@@H](CC(=O)O)CC[C@H]21 | . | -2 | -40 | 13 | -7 | 1 | 3 | 6

(continued)
molecule | ARNT-TACC3 inh | Cneo AK release | PAX8 reporter | GSIS activator | C2C12 statin | LGR2 antag | PGC1a acetyl inh | PglD DTNB
Cc1[nH]c2ccc(C(=O)N3CCCC3)cc2c1C | 3 | -2 | -11 | -2 | 6 | 1 | -8 | 3
CCC(OC(=O)c1ccc(S(C)(=O)=O)c([N+](=O)[O-])c1)C(=O)NC1C2CC3CC(C2)CC1C3 (stereo not drawn) | . | 2 | 94* | 27 | 4 | 6 | . | -5
CCOc1ccc(CNC(=O)c2ccc3c(c2)N(CC)CCS3)cc1 | -1 | 2 | 9 | 9 | 15 | -7 | -6 | 0
COc1ccc(S(=O)(=O)Nc2cccc3c2O[C@H](CN(C)C(=O)Nc2ccc4c(c2)OCO4)[C@@H](C)CN([C@@H](C)CO)C3=O)cc1 | -9 | -4 | . | 15 | . | -22 | -5 | 1
CCOc1ccc(N2CC(C(=O)N3CCCCCC3)CC2=O)cc1 (stereo not drawn) | -2 | -2 | -6 | 0 | -6 | 6 | . | -6
Cn1c(SCc2nc3cc(C(=O)O)ccc3c(=O)[nH]2)nnc1C(F)(F)F | -3 | . | 14 | 3 | . | 3 | 2 | .
CC(C)NC(=O)NCC[C@H]1CC[C@@H](NC(=O)CN(C)C)[C@@H](CO)O1 | -15 | 0 | 0 | 4 | -3 | 6 | -7 | -4
COc1ccccc1/C=N/NC(=O)C(=O)Nc1ccccc1OC(F)(F)C(F)F | -4 | 3 | 40 | . | . | 2 | 6 | 2
CS(=O)(=O)N1CCCCN2[C@H](CO)[C@@H](c3ccc(-c4cccc(C#N)c4)cc3)[C@@H]2C1 | -11 | -3 | -12 | -6 | -12 | 4 | 4 | -3
CS(=O)(=O)N(Cc1ccc(Cl)cc1)c1ccc(C(=O)NCc2ccccn2)cc1 | 3 | -2 | -4 | -9 | . | 17 | -3 | -2
COc1ccc(S(=O)(=O)N2CCCCC2)cc1NC(=O)C1CC(=O)N(Cc2ccccc2)C1 (stereo not drawn) | . | . | 14 | -27 | -1 | 6 | -14 | .
CC1Cc2ccccc2N1C(=O)CSc1nnnn1C (stereo not drawn) | 25 | 1 | 16 | . | 28 | . | 19 | -1
COc1ccc(CN(C)Cc2ccccc2)c(OC)c1OC | -3 | . | 11 | 45 | . | 18 | . | .
Cc1n(Cc2ccccc2)c2ccccc2[n+]1Cc1ccccc1 | -2 | -7 | 26 | -9 | -119 | 6 | 0 | 1
O=C(CNC(=O)c1cnccn1)Nc1ccc(F)c(F)c1F | -1 | -1 | 2 | . | -4 | . | 1 | 5
COc1ccc(S(=O)(=O)N(C)C[C@@H]2Oc3ncc(-c4cccc(F)c4)cc3C(=O)N([C@H](C)CO)C[C@@H]2C)cc1 | -2 | -4 | -15 | -11 | -4 | -1 | 0 | -2
COCc1cc(NCc2ccc(Cl)cc2)nc(C)n1 | -9 | -1 | 10 | -6 | 12 | 8 | -2 | 7
CCN(CC)C(=O)Cn1nc(-c2ccncc2)nc1SCC(=O)Nc1ccc(OC)cc1 | . | -9 | 6 | . | 6 | 0 | . | -9
